Source: PubChem BioAssay (Broad Institute)
Casp6 inh = human caspase-6 inhibitors, primary screen, biochemical, VEID-R110 fluorescence, single point, set 2; P55212; purified caspase-6, Z-VEID-R110 cleavage fluorescence; inhibition, % at 12.5 µM; hit rate 0.53% among 350,000; AID 686996, 2013;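 active means mean inhibition across replicates at least about 35%, with every replicate also reaching that limit, limit read from the data; inconclusive means only one of the two criteria met; inactive means neither criterion met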;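 further: 0% = median of neutral control wells and 100% = no fluorescence left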
Target sequence (P55212 24-179 limits assumed): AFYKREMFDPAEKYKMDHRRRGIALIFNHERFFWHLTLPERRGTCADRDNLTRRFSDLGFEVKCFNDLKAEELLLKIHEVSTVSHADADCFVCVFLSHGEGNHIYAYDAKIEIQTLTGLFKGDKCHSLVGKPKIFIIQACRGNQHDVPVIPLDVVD
Target sequence (P55212 194-293 limits assumed): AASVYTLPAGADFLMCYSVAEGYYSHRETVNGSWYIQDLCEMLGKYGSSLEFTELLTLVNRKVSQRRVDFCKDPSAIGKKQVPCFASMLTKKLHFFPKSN
DENV2 CPE rescue = inhibitors of DENV2 cytopathic effect, primary screen, cell-based, plate reader, single concentration. CPE inhibition, % at 9.99 µM. DENV2-infected cells, cytopathic effect rescue. hit rate 1.7% among 350,000. AID 651640, 2012; in the data active means CPE inhibition above about 20%, passing the limit was not always enough; inconclusive means no clear call, values can overlap the other calls; tested in BHK-21 cells;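 further: 0% = median of neutral control wells and 100% = median of positive control wells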
E-selectin induc = E-selectin induction in HUVECs, primary screen, imaging, HUVEC, immunofluorescence imaging, single point | hit rate 0.37% among 260,000 | P16581 | activation, % at 7.58 µM | normalized: neutral wells 0, TNF-alpha wells 100;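 active means mean E-selectin-positive cell signal at least 10% of the positive control, reached in at least 60% of replicates, without over 20% cell loss; inconclusive means no rule given, readout overlaps actives, possibly toxicity-flagged; inactive means the rest, including those meeting only one limit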;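 further: in these data hits start at about 27%; measured in HUVEC primary endothelial cells; signal is the percent of cells scored E-selectin positive by PE staining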
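Assay system: HUVEC, human umbilical vein endothelial cells / Amount: 3,000 HUVEC/well / Controls: TNF-alpha positive control, DMSO neutral control / Compound dosing: single concentration / Medium: EGM-2 over gelatin coat / Evaluation: percent E-selectin-positive cells / Signal: immunofluorescence imaging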
XiGFP reactiv = activators of inactive X chromosome reactivation, primary screen, imaging, XiGFP fibroblasts, GFP high-content imaging, set 2; hit rate 0.055% among 360,000; XiGFP mouse fibroblasts, % GFP-positive cells imaging, 3 d; cells co-treated with 5-aza-dC sensitizer; scaled so ellipticine positive control = 100%; activation, % at 7.58 µM;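 active means mean normalized replicate activation at least 10% and every replicate at or above 10%; inconclusive means only one of the two criteria met; inactive means mean below 10% and not all replicates reach 10%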;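 further: 0% = median of on-plate neutral control wells and 100% = ellipticine 6 µM median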
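assay system = SV40-immortalized XiGFP fibroblast cells, line 68-5-11 | buffer or medium = DMEM plus 5-aza-dC sensitizer | doses = single-point pinned compound dosing | times = 3-day compound exposure, then 15 min fixation at room temperature | benchmarks = positive control ellipticine, 6 µM final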
RAD54 inh = inhibitors of human RAD54 branch migration, primary screen, biochemical, fluorescence, single point. RAD54 Holliday junction branch migration, FAM/BHQ fluorescence. inhibition, % at 10.4 µM. hit rate 0.14% among 360,000. AID 602329, 2012;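 active means mean normalized replicate activity at least 40 and at least half of replicates scoring 40 or more; inconclusive means only one of the two criteria met; inactive means mean below 40 and under half of replicates reaching 40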;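 further: 0% = median of neutral control wells and 100% = median of positive control wells; inhibitors cause a drop in the FAM fluorescence signal; in these data hits start at about 50%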
Target sequence (Q92698 whole entry, looked up): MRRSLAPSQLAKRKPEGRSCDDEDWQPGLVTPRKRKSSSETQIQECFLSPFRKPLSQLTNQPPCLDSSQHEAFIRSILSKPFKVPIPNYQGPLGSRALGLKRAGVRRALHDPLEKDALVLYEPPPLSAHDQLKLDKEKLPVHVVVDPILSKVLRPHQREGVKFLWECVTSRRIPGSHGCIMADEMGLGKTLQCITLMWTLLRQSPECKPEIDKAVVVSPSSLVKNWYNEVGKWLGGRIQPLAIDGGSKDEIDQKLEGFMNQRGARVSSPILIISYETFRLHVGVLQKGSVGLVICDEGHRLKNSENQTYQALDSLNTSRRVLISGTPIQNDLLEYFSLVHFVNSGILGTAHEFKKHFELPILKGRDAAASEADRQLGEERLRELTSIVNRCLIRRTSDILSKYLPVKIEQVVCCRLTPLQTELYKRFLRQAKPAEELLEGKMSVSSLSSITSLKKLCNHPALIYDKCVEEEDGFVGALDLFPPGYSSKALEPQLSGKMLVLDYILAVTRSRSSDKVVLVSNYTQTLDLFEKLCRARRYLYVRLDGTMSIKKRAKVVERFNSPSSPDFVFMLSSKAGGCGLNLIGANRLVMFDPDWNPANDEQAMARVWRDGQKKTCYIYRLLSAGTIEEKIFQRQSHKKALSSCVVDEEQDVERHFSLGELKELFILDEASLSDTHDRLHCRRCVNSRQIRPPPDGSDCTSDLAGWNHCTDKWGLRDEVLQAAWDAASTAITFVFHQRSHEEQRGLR
INS-1E GSIS act = GLuc luminescence reporter in INS-1E cells, primary screen for activators of glucose-dependent secretion of insulin | INS-1E GLuc reporter insulin secretion, 2-3 h | activation, % at 16.6 µM | hit rate 0.61% among 370,000;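 active means lowest replicate activation of at least 40%, so every replicate reaches that level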;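 further: 0% = median of neutral control wells and 100% = median of IBMX positive control wells; some compounds called inactive have numbers as strong as hits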
RAD52 anneal inh = RAD52 DNA annealing inhibitors, primary screen, biochemical, FRET, single point, set 2; hit rate 0.46% among 360,000; inhibition, % at 18.7 µM; recombinant RAD52 DNA annealing, FRET fluorescence; AID 651710, 2012;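 active means every replicate showing at least 50% inhibition; inconclusive means mean inhibition at least 50% but not in every replicate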
F508del corr = F508del CFTR correction, initial screen, CFBE line, single point. CFBE cells, YFP halide quenching; stimulated with forskolin plus potentiator P3; % fluorescence drop versus neutral controls. hit rate 0.36% among 350,000. activity (quench increase), % at 7.58 µM;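 active means mean added fluorescence quench of at least 8% versus neutral control, with both replicates also reaching 8%; inconclusive means only one of the mean or replicate conditions met; inactive means mean below 8% and not both replicates reaching 8%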;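 further: cells transiently co-express mutant CFTR-F508del with the halide-sensitive YFP; corrector assay measuring rescue of mutant channel to the surface after 24 h compound exposure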
* = called active by the depositor; ? = inconclusive; . = not tested or not shown. Rows were taken by chance; any-hit rate near 3.7%.

cpd	Molecule	Casp6 inh	DENV2 CPE rescue	E-selectin induc	XiGFP reactiv	RAD54 inh	INS-1E GSIS act	RAD52 anneal inh	F508del corr
1	C[C@H](CO)N1C[C@H](C)[C@@H](CN(C)Cc2ccc(C(=O)O)cc2)Oc2cc(/C=C/c3ccccc3)ccc2S1(=O)=O	0.6	2.7	.	.	-2.2	.	-3.5	-0.1
2	CN(C)c1cccc(C(=O)NNC(=O)CSc2ccccc2)c1	-1.1	6.4	2.0	0.7	1.2	13.0	-9.2	-2.3
3	Cc1cc(C)nc(NC(C)(C)C(=O)O)n1	2.7	1.3	5.8	0.1	.	-9.9	9.4	2.2
4	COc1ccc(NC2CCCN(C(=O)c3ccccc3-c3ncc[nH]3)C2)cc1 (stereo not drawn)	0.4	-3.1	0.8	-0.1	-3.6	.	-5.4	0.8
5	C[C@@H]1CCCCO[C@H](CN(C)C(=O)c2ccccc2)[C@H](C)CN([C@@H](C)CO)C(=O)c2cc(NC(=O)CCCCCC(=O)Nc3ccccc3N)ccc2O1	-1.9	20.3*	.	0.0	8.2	3.3	-36.2	-1.4
6	CCCCOc1ccc(/C=C/C(=O)N(CC)CC(=O)Nc2ccc3c(c2)OCCO3)cc1OC	2.7	-0.9	-2.1	-0.1	7.3	5.9	-8.9	3.2
7	C[C@@H]1CN([C@@H](C)CO)C(=O)Cc2cc(N(C)C)ccc2O[C@H]1CN(C)Cc1ccc2c(c1)OCO2	-8.9	1.1	-0.2	0.1	3.5	13.7	-2.0	-5.2
8	Cc1cc(OCCCN2CCN(Cc3ccccc3)CC2)ccc1[N+](=O)[O-]	-5.6	-5.7	3.8	.	.	-49.3	5.1	2.0
9	COCC1CC(c2ccccc2)OC(c2ccc(NC(=O)CCCCCCC(=O)O)cc2)O1 (stereo not drawn)	-0.6	-0.6	.	.	3.8	.	-0.5	0.8
10	O=C(Nc1ccccc1C(=O)NCC1CCCO1)c1ccccc1F (stereo not drawn)	2.5	-1.2	-0.1	0.1	1.5	19.7	-10.2	3.0
11	CCC(=O)N1C[C@H](C)[C@H](OC)CN(C)C(=O)c2ccc(NC(=O)CC(F)(F)F)cc2OC[C@@H]1C	.	.	0.0	0.0	2.6	19.0	.	2.5
12	CC(=O)c1ccc(S(=O)(=O)NCCc2cn3ccc(C)cc3n2)cc1	-1.2	?	0.1	0.0	0.2	5.5	-9.8	-1.6
13	CC(=O)CSc1ccc(-c2nc3cc(C)c(C)cc3[nH]2)cn1	-2.5	26.6*	0.1	0.3	.	0.5	-12.5	-0.2
14	C=CCOc1ccccc1/C=N/n1nnnc1N	-0.9	2.4	0.1	0.4	-6.5	-1.3	-6.8	1.5
15	COc1ccc(S(=O)(=O)Nc2cccc3c2O[C@@H](CN(C)Cc2ccc(-c4ccccc4)cc2)[C@@H](C)CN([C@@H](C)CO)C3=O)cc1	2.8	0.1	0.4	-0.1	3.4	-9.8	18.8	2.1
16	CCOC(=O)C1=CCN(S(=O)(=O)c2ccc(C)cc2)C1c1ccccc1F (stereo not drawn)	10.0	-7.0	-0.1	0.0	-2.2	-6.9	-12.8	0.9
17	COc1cc(C2CC(=O)Nc3ccccc3S2)cc(OC)c1OC (stereo not drawn)	-1.3	.	.	.	-1.0	-33.0	-3.3	.
18	Fc1ccc(COc2ccccc2-c2ccnc3ncnn23)cc1	-1.8	1.3	.	0.4	-2.9	9.5	-17.9	0.5
19	CC(C)Cn1c(CCCNC(=O)c2ccco2)nc2ccccc21	0.1	5.2	0.3	0.0	7.0	3.7	-8.2	-0.9
20	COCC#Cc1ccc2c(c1)O[C@H](CN(C)C(=O)COC)[C@@H](C)CN([C@H](C)CO)S2(=O)=O	2.7	2.8	-0.3	0.4	-6.5	19.4	0.8	-3.3
21	COc1ccc(C(=O)Nc2c3c(nn2-c2ccc([N+](=O)[O-])cc2)CS(=O)(=O)C3)cc1	2.8	-4.1	0.6	0.2	-10.3	3.3	-0.7	0.6
22	CC(=O)Nc1ccc(-c2ccnc3c2CC(C)(C(=O)Nc2ccc(Cl)cc2)O3)cc1 (stereo not drawn)	.	-2.1	2.2	0.0	2.1	-11.8	-7.5	-2.4
23	C/C(CC(=O)Nc1cc(Cl)ccc1Cl)=N\NC(=O)c1ccccc1Br	-1.2	2.8	8.8	0.2	.	9.3	-21.7	1.7
24	Nc1nc(SCC(=O)Nc2cccc(S(=O)(=O)N3CCCCCC3)c2)n[nH]1	-0.2	-5.1	-1.7	0.0	.	-4.5	-59.7	0.2
25	COc1ccc(CNC(=O)C[C@H]2CC[C@@H](NC(=O)c3ccc4c(c3)OCO4)[C@@H](CO)O2)cc1	-1.4	-2.5	-0.3	-0.3	3.7	-3.5	-4.6	-0.3
26	O=C(NC(=S)Nc1ccccc1N1CCOCC1)c1ccccc1F	0.4	-3.4	3.0	0.1	1.5	-2.5	-8.9	3.3
27	Cc1c(C(=O)Nc2cnccn2)oc2ccccc12	1.4	-0.6	.	.	-2.5	13.3	-8.2	2.1
28	O=[N+]([O-])c1cc(S(=O)(=O)Nc2ccccc2)ccc1NCc1ccccc1	-4.0	-11.9	.	0.1	25.5	-16.5	-26.9	-0.6
29	CN(C)C(=O)c1cccc(-c2ccc3c(c2)[C@H]2[C@H](CCN2C(=O)C2CCCC2)[C@H](CO)N3)c1	1.0	-11.7	0.1	0.3	.	0.3	2.9	4.9
30	CCOc1ccc2c(c1)C(NC(C)=O)C(=O)N2CCN1CCOCC1 (stereo not drawn)	55.1*	-5.8	.	0.1	-31.0	1.1	21.7	0.0
31	O=C(COC(=O)c1cncc(Br)c1)NCc1ccccc1	-0.2	6.1	.	0.0	.	-5.2	-20.3	-1.4
32	Cc1cc(C)n(C(C)CC(=O)Nc2ccc3c(c2)OCO3)n1 (stereo not drawn)	-0.8	5.0	.	0.0	4.4	2.7	-7.8	-0.8
33	COc1ccc(N2C(=O)CC(N3CCN(c4ccccc4)CC3)C2=O)cc1 (stereo not drawn)	1.5	-4.3	.	0.1	-18.0	22.4	-7.6	-1.9
34	CN1C[C@H]2[C@@H](c3ccccc31)[C@@H](CO)N2C(=O)CN1CCOCC1	2.8	5.6	0.8	0.2	6.1	2.2	-8.8	0.4
35	CN(C)C(=O)c1ccc(-c2ccc([C@@H]3[C@H]4CN(C(=O)C5CCCC5)CC(=O)N4[C@H]3CO)cc2)cc1	0.9	-18.4	0.0	0.1	.	-3.6	16.0	-3.6
36	O=C(CN1CCOCC1)NCC[C@H]1CC[C@H](NC(=O)Cc2ccccn2)[C@@H](CO)O1	-0.1	24.4*	0.3	0.0	4.3	-2.0	-20.1	2.0
37	COc1ccc(CCNCC(O)COc2c(C)cccc2C)cc1OC (stereo not drawn)	-7.5	-0.1	0.0	0.0	-8.2	-14.4	-13.0	0.1
38	Cc1cc(C)cc(SCc2noc(C(=O)NCC3CCCO3)c2C(=O)O)c1 (stereo not drawn)	-3.8	.	0.0	0.0	5.0	-1.8	-23.0	-4.0
39	CCOC(=O)C1=CC[C@H]2c3c(c4ccc(OC)cc4n3C)C(=O)C1N2S(=O)(=O)c1ccc(C)cc1	-2.6	31.1*	0.2	0.0	2.1	-8.0	-1.0	1.2
40	COc1ccc(Cl)cc1NC(=O)COC(=O)CNC(=O)C1CCCCC1	-0.1	8.2	.	0.0	6.2	7.0	-5.0	2.6
41	COc1cc(NC(=O)Nc2ccc3c(c2)OCO3)cc(OC)c1OC	-0.7	3.8	.	0.0	2.4	1.4	6.1	0.3
42	O=C(NCCc1ccccc1Cl)C1CC(=O)N(C2CCCCC2)C1 (stereo not drawn)	3.4	1.4	.	0.1	-2.8	26.0	3.2	-0.8
43	C[C@H](CO)N1C[C@H](C)[C@@H](CN(C)Cc2ccc(Cl)c(Cl)c2)Oc2ccc(NS(=O)(=O)c3ccc(F)cc3)cc2CC1=O	.	.	4.2	0.4	.	-2.0	.	7.2
44	Cc1ccsc1C(=O)N1CCCC(C(=O)c2cc(F)ccc2F)C1 (stereo not drawn)	-1.7	-4.6	0.2	-0.3	9.3	-6.1	7.6	2.5
45	CCN(C1CCS(=O)(=O)C1)S(=O)(=O)c1ccc2ccccc2c1 (stereo not drawn)	-6.0	-2.3	.	2.2	6.2	-0.9	-3.1	-0.3
46	CC(c1nc2ccccc2n1Cc1ccccc1)n1c(-c2cnccn2)nc2ccccc21 (stereo not drawn)	2.2	2.8	0.0	0.0	.	8.4	-22.5	-2.3
47	Cc1cc(NC(=O)c2cc3ccccc3o2)ccc1NC(=O)c1ccccc1	0.5	-5.2	.	-0.1	0.9	9.8	-5.9	-2.2
48	C[C@@H]1CN([C@@H](C)CO)C(=O)Cc2cc(NC(=O)Cc3ccccc3)ccc2O[C@H]1CN(C)C(=O)Nc1ccccc1	0.0	-0.4	0.0	0.0	2.5	-2.1	30.8	-2.5
49	CN(C(=O)CS(=O)(=O)Cc1ccccc1Cl)c1ccccc1	-2.5	11.3	0.5	0.0	0.2	9.8	-1.6	0.3
50	C[C@@H]1CN([C@@H](C)CO)S(=O)(=O)c2ccc(C#Cc3ccc(F)cc3)cc2O[C@H]1CN(C)S(=O)(=O)c1cn(C)cn1	-0.5	-4.1	0.5	-1.0	1.0	-7.5	18.4	2.5
51	CCn1c(CC(=O)Nc2ccc(F)cc2)nnc1SCC(=O)Nc1nnc(C)s1	-1.4	4.6	1.9	0.0	.	0.9	-14.5	-1.3
52	COc1ccc(NC(=O)Nc2ccc3c(c2)C(=O)N([C@@H](C)CO)C[C@@H](C)[C@@H](CN(C)C(=O)NC(C)C)OCCCC[C@@H](C)O3)cc1	-0.8	8.9	.	0.0	-3.1	0.2	-8.7	1.9
53	CCOc1ccc2[nH]cc(C(=O)NCc3ccc(F)cc3)c(=O)c2c1	-0.8	-4.9	0.0	0.2	1.4	3.8	-4.3	-0.6
54	Cc1nnc(SCC(=O)NC2CCS(=O)(=O)C2)n1Cc1ccccc1 (stereo not drawn)	-2.9	5.0	.	0.0	3.0	2.4	-19.5	-2.8
55	Cc1ccc(C(=O)N2CCC(Cc3ccccc3)CC2)cc1[N+](=O)[O-]	-2.7	-4.4	0.1	0.3	5.4	-26.6	-3.8	3.1
56	CCN1C(=O)[C@@H]2[C@H](C1=O)[C@@H]1C[C@H]3C(=O)N(CC)C(=O)[C@H]3[C@@H]3C1=C(C(=O)N1C(=O)OC(=NCC4CC4)[C@]31C)[C@@H]2C	-2.6	?	0.3	0.0	-2.9	.	-5.6	-1.2
